TCR-CD3 inh = inhibitors of human TCR-CD3 interaction; TAMRA-labeled TCR probe fluorescence, biochemical; inhibition, % at 9.4 µM; 360,000 compounds, 0.37% hits; AID 651800; in the data active means inhibition above about 19%;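 further: recombinant mutant TCR 2C K166C tagged with TAMRA read by polarization; 0% = receptor in buffer alone and 100% = receptor with positive control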
SIAE inh = blocks human sialic acid acetylesterase; 370,000 compounds, 0.69% hits; inhibition, % at 9.66 µM; Q9HAT2; AID 1053197; SIAE FP-Rh probe binding, fluorescence polarization;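 active means inhibition above a cutoff: mean of compounds within the control limits plus 3 SD of those, cut at about 17% in these data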;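 further: 0% = plate median of compound wells and 100% = probe without SIAE protein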
Target sequence (Q9HAT2 whole entry, looked up): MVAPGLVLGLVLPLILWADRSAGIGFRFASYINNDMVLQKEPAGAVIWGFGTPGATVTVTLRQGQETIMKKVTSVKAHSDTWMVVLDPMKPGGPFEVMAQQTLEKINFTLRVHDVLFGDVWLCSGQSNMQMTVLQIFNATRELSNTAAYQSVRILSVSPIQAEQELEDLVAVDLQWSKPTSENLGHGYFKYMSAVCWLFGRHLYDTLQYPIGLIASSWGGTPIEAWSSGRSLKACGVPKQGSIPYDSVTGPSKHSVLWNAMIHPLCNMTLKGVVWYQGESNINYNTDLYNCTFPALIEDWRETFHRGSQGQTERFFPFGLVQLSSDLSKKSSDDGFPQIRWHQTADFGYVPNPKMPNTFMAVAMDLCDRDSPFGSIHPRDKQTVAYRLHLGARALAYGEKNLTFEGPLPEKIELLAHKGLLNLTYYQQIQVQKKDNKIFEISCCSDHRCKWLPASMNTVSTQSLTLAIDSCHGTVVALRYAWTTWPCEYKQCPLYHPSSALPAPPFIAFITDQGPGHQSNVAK
rCAG RNA binder = molecules binding r(CAG) RNA repeats; r(CAG) RNA repeat, TO-PRO-1 dye displacement fluorescence; inhibition, % at 3 µM; 370,000 compounds, 1.3% hits;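 active means inhibition above the plate cutoff, the mean of all test compounds on that plate plus 3 SD, cut at about 35% in these data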;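 further: 0% = DMSO alone and 100% = 100 µM mitoxantrone as full dye displacement; higher means more dye released from RNA so lower well fluorescence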
GC-B act = GC-B (human) receptor activation. AID 1920062. HEK293-GC-B cells, CNP EC30, cGMP TR-FRET; 0% at EC30 CNP, 100% saturating CNP. activation, % at 10 µM. P20594. 370,000 compounds, 0.11% hits;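 active means activation at 10 µM reaching about 35% in either raw or pattern-adjusted values, limit read from the data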
GC-A act = GC-A (human) enzyme activation; HEK293 GC-A cells, cGMP TR-FRET, EC30 ANP; 0% at EC30 ANP, 100% saturating ANP; activation, % at 10 µM; 370,000 compounds, 0.14% hits; AID 1671463; in the data active means activation above about 40%
UHRF1 MBD2 ctr = blocks human UHRF1 binding to methylated DNA; UHRF1 binding to methylated oligo, TR-FRET; 370,000 compounds, 0.75% hits; inhibition, % at 4.4 µM; AID 687016; in the data active means inhibition above about 21%;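 further: UHRF1 SRA domain binding a hemimethylated CpG hairpin DNA probe; 0% = median of test compound wells and 100% = reference inhibitor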
PRMT1 FP inh = PRMT1 (human) inhibition, primary screen; recombinant PRMT1, activity-based probe fluorescence polarization; Q99873; 370,000 compounds, 1.3% hits; inhibition, % at 2.79 µM;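 active means inhibition above about 21% made by adding two undisclosed values, limit read from the data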
HTRA1 inhibitor = HTRA1 (human) protease inhibition; Q92743; recombinant HTRA1, FP-rhodamine activity-based probe, fluorescence polarization; inhibition, % at 5.96 µM; 340,000 compounds, 0.5% hits; AID 504803; in the data active means inhibition above about 36%;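 further: 0% = enzyme with DMSO and 100% = wells lacking enzyme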
Target sequence (Q92743 whole entry, looked up): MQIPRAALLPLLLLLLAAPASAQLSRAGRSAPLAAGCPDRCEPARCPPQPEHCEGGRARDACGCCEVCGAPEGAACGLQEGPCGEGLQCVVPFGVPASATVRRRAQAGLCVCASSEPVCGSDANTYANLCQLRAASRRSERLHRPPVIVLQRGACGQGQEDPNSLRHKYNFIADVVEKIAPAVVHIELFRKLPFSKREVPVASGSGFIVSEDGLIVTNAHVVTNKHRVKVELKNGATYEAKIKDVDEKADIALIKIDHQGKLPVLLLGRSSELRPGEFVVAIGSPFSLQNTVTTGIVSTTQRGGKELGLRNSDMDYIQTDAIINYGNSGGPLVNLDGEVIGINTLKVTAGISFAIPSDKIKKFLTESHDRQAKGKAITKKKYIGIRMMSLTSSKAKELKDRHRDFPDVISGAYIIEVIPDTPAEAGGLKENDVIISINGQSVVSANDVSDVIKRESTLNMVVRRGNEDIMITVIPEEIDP
ABHD4 inh = inhibits mouse alpha/beta hydrolase domain 4. purified mABHD4, FP-Rh probe fluorescence polarization. inhibition, % at 8.92 µM. 370,000 compounds, 0.54% hits. AID 720543;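 active means inhibition exceeding the mean over every tested compound plus 3 SD, cut at about 30% in these data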;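 further: 0% = plate median of compound wells and 100% = S159A mutant with DMSO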
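assay system = mABHD4 protein | compound dosing = single nominal dose of 8.92 µM, 0.89% DMSO final | read-out basis = percent inhibition of probe binding, normalized to plate controls | schedule = Enzyme–compound pre-incubation 45 min, then probe 60 min, both 25 °C | detection = fluorescence polarization, excitation 525 nm, emission 598 nm, BODIPY TMR filters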
MBD2 DNA inh = inhibitors of human MBD2 binding to methylated oligonucleotide; Q9UBB5; TR-FRET; inhibition, % at 4.4 µM; 370,000 compounds, 0.31% hits; AID 686964; in the data active means inhibition above about 13%
Starred values were filed as active, the others as inactive; . = not tested or not shown.

Every second line gives: TCR-CD3 inh	SIAE inh	rCAG RNA binder	GC-B act	GC-A act	UHRF1 MBD2 ctr	PRMT1 FP inh	HTRA1 inhibitor	ABHD4 inh	MBD2 DNA inh
1. COc1ccc2c3c([nH]c2c1)C1=NCC[C@]12c1ccccc1N=CN2CC3
 : .	6	.	-21	-21	-3	3	.	7	-7
2. CC(C)CNc1ncnc2c1ncn2[C@H]1CN(CCN2CCOCC2)C[C@@H](CO)O1
 : -11	0	0	4	-3	1	1	.	-2	4
3. Cc1nn(Cc2ccc(F)cc2)c(C)c1NC(=O)c1cnn2c1NC(c1cccs1)CC2C(F)(F)F (stereo not given)
 : 2	3	-3	-5	-1	0	-4	-14	0	0
4. CNC(=S)NNC(=O)COc1ccc(C)c(C)c1
 : -8	10	-4	-3	-6	3	1	3	2	-3
5. O=C(N/N=C/c1ccccn1)c1cc(-c2ccccc2Cl)n[nH]1
 : 0	-8	4	1	1	-4	-1	-3	-6	-4
6. Cc1ccc(CN2C(=O)CCC2C(=O)NCc2ccco2)cc1 (stereo not given)
 : 6	7	2	-2	-3	1	-1	-4	-3	1
7. COc1ccc(C(=O)CCc2ccccc2)c(O)c1
 : -16	-3	0	-1	-7	3	-2	-5	-8	-5
8. N/C(=N\OC(=O)c1ccc2c(c1)OCO2)c1ccc([N+](=O)[O-])cc1
 : 3	7	-1	-2	2	-2	-3	-4	-9	0
9. COc1ccc([N+](=O)[O-])cc1N(CC(=O)NCC1CCCO1)S(C)(=O)=O (stereo not given)
 : -8	9	-1	5	4	-3	-2	1	-1	2
10. COC(=O)c1c(N)[nH]c(C(=O)c2ccccc2)c1-c1ccccc1Br
 : 0	10	3	3	0	-1	3	.	4	3
11. O=C(COc1ccc(-c2nnco2)cc1)Nc1c(F)cccc1F
 : 2	-3	2	-3	2	-1	2	1	0	-1
12. Cc1ccc(OCC(=O)NNC(=S)NC(=O)c2cccs2)c(C)c1
 : 10	1	1	8	4	-1	-6	4	-2	5
13. CN(CC(=O)Nc1ccccc1Cl)C(=O)CN1C(=O)C2CCCCC2C1=O (stereo not given)
 : 10	-1	-3	2	2	0	-8	3	-2	4
14. Cc1cc(C(=O)N2CCN(S(C)(=O)=O)CC2)cs1
 : 9	3	-4	-1	-1	1	-3	-1	-5	4
15. CCCC[C@H](CC(=O)c1ccccc1)[C@@H](OC(C)=O)C(=O)Oc1c(C(C)C)cccc1C(C)C
 : -1	3	-1	-3	-1	-3	1	4	6	4
16. O=C(Oc1ccc(-c2nnco2)cc1)c1ccc(F)c(S(=O)(=O)N2CCOCC2)c1
 : 4	4	1	5	1	-1	2	2	-1	3
17. c1cncc(CSc2nnc3ccc(-c4cccs4)nn23)c1
 : 10	3	-1	0	1	-1	-3	4	-2	0
18. O=C(CC1CCCCC1)Nc1ncn[nH]1
 : 3	-7	-1	-11	6	-2	1	0	7	6
19. COc1ccc(S(=O)(=O)N2CCN(CCc3ccccc3)CC2)cc1
 : 3	2	-6	-2	-3	-1	-2	2	-1	1
20. CC(C)(C)NCCOCCOc1ccc(Cl)cc1C(C)(C)C
 : 0	-10	0	-9	2	5	0	9	19	-1
21. O=C(NC(=S)Nc1ccc(-c2nc3ncccc3o2)cc1)c1ccccc1F
 : -3	-14	12	1	2	0	-2	-1	1	2
22. Cc1cc(C)nc(NC(=O)c2ccc(C)c(C)c2)n1
 : 1	3	-3	5	3	-2	1	1	6	-2
23. Cc1c(NC(=O)CN2c3cccc4cccc(c34)S2(=O)=O)c(=O)n(-c2ccccc2)n1C
 : 6	4	5	6	-2	-1	-6	-2	-2	-2
24. CCOC(=O)c1csc(NC(=O)C2CCCN(S(=O)(=O)c3ccccc3[N+](=O)[O-])C2)n1 (stereo not given)
 : .	-3	3	5	-1	2	5	.	-47	1
25. COc1cccc(NC(=O)CSc2nnc(CN3CCOCC3)n2C)c1
 : 12	2	-2	1	-7	7	-1	-6	2	1
26. C=CCOc1ccccc1CN1CCCC(CCC(=O)N(C)CCc2ccccn2)C1 (stereo not given)
 : 0	4	-9	6	-3	-3	-1	4	-4	-2
27. O=C(CSc1nnc2n1CCCCC2)Nc1ccc(N2CCOCC2)cc1
 : 1	3	2	0	-2	0	1	-3	-4	0
28. COC(=O)c1sccc1NS(=O)(=O)c1ccccc1
 : -5	-7	-1	-4	-3	5	-3	2	-1	-1
29. CN(C)CCNC(=O)C1Cc2c(-c3ccccc3Oc3ccccc3)ccnc2O1 (stereo not given)
 : 4	-1	1	-3	-3	1	2	.	7	-4
30. CC(=O)Nc1ccccc1C(=O)C(=O)Nc1ccccc1
 : 0	9	1	4	-3	4	4	-8	-6	1
31. CCN(CC)S(=O)(=O)c1ccc2c(c1)c(=O)c(C(=O)N1CCN(c3ccccn3)CC1)cn2C
 : -6	0	-4	-1	-3	4	-1	6	9	-4
32. Cc1ccc(NC(=O)COC(=O)CCc2c(C)nc3ncnn3c2C)cc1
 : 2	3	0	-2	3	1	-1	3	-4	-2
33. OC(CSc1nnnn1-c1ccccc1)Cn1c2ccccc2c2ccccc21 (stereo not given)
 : 5	-67	5	-6	-7	0	-2	.	-46	0
34. CCOC(=O)c1cc(NC(=O)N(C(C)C)C(C)C)c(C)nc1C
 : 0	1	-4	-2	3	4	1	-2	4	2
35. COc1ccc(C(C)(O)c2nc(-c3ccc(N(C)C)cc3)cs2)cc1 (stereo not given)
 : 7	2	6	-2	0	1	0	.	6	-6
36. CCn1c(SCC(=O)N(C)c2c(N)n(Cc3ccccc3)c(=O)[nH]c2=O)nnc1-c1cccs1
 : 5	8	5	3	0	-5	-1	6	6	-1
37. COc1ccc(C2C(C(C)=O)=C(O)C(=O)N2C)c(OC)c1 (stereo not given)
 : 4	1	-2	1	5	-9	-2	2	7	-1
38. COc1ccc(NS(=O)(=O)c2cn(C)nc2C)cc1
 : 0	-5	1	3	-1	-2	-5	0	-2	-1
39. Cc1ccc(S(=O)(=O)N(C)C)cc1-n1c(SCC(=O)Nc2ccc(F)c(F)c2F)nc2ccccc2c1=O
 : 8	3	8	1	-3	-1	-2	2	4	-2
40. Cc1cccc(OCc2nnc(NC(=O)Cc3cccs3)s2)c1
 : 2	-3	9	-2	7	3	9	-7	-10	9
41. O=C(Cn1ccc2ccccc2c1=O)NCC(=O)N1CCN(c2ccc(F)cc2)CC1
 : 7	-4	1	-2	-1	-1	0	-3	0	0
42. Cc1ccc(-n2ncc(C#N)c2/N=C/N(C)C)cc1
 : -4	-7	-5	4	2	-3	2	1	-4	-1
43. CC(OC(=O)/C=C/c1ccccc1)C(=O)Nc1ccc2c(c1)OCCO2 (stereo not given)
 : -1	-2	3	5	2	-2	-2	-2	-1	-5
44. CC(=O)c1c(C)[nH]c(C(=O)NCc2ccco2)c1C
 : -9	-6	-2	-1	-3	2	7	8	-8	6
45. CCN(CC(=O)NCc1ccc(Cl)cc1)C(=O)/C=C/c1cccs1
 : -1	0	-3	-1	-6	-1	0	0	2	-1
46. CCOc1ccc(OCC)c(NC(=O)CN2CCN(c3cccc(C)c3)CC2)c1
 : -4	7	-3	0	-6	0	0	-11	10	6
47. COc1ccc(-c2cc(C(=O)OCC(=O)c3c(N)n(C)c(=O)n(C)c3=O)c3ccccc3n2)cc1
 : 0	-10	0	0	1	1	-5	-1	2	-2
48. CC(=O)Nc1ccc(S(=O)(=O)O)c(OC(C)=O)c1
 : 0	0	0	1	7	4	3	3	0	6
49. O=C(COc1ccccc1F)NNC(=O)c1ccc(F)c(S(=O)(=O)N2CCOCC2)c1
 : -4	-3	3	4	0	-2	0	-5	1	7
50. CC(=O)C1CCC2C3CCC4=CC(=O)CCC4(C)C3(Br)C(=O)CC12C (stereo not given)
 : 3	5	1	0	3	-5	9	5	4	-2
51. CC(C)C1CC(c2ccccc2)(C(CN)CO)CCO1 (stereo not given)
 : -2	3	4	-11	-8	3	2	1	10	-4
52. Cc1ccc(C)c(NC(=O)CSc2nnc(-c3ccncc3)o2)c1
 : -6	-20	-2	0	5	5	7	.	-10	10
53. O=C(Cn1nc(-c2ccc(Cl)cc2)c2ccccc2c1=O)NCC1CCCO1 (stereo not given)
 : 2	1	-2	-6	-1	0	1	-1	-8	5
54. CCCCOc1c(Br)cc(/C=N/O)cc1OCC
 : 0	-4	0	-4	-5	0	-1	-39	-15	-2
55. COC(=O)c1cc(Br)c(=O)n(-c2nccs2)c1
 : -1	2	6	-3	22	-2	2	3	-3	3
56. Cc1ccc(S(=O)(=O)N2CCCC2C(c2ccccc2O)c2cn(C)c3ccccc23)cc1 (stereo not given)
 : .	-7	7	3	-2	-1	2	.	-2	4

Twelve structures from above, sorted by molar mass, smallest number first:
Every second line gives: TCR-CD3 inh	SIAE inh	rCAG RNA binder	GC-B act	GC-A act	UHRF1 MBD2 ctr	PRMT1 FP inh	HTRA1 inhibitor	ABHD4 inh	MBD2 DNA inh
42. Cc1ccc(-n2ncc(C#N)c2/N=C/N(C)C)cc1
 : -4	-7	-5	4	2	-3	2	1	-4	-1
44. CC(=O)c1c(C)[nH]c(C(=O)NCc2ccco2)c1C
 : -9	-6	-2	-1	-3	2	7	8	-8	6
48. CC(=O)Nc1ccc(S(=O)(=O)O)c(OC(C)=O)c1
 : 0	0	0	1	7	4	3	3	0	6
51. CC(C)C1CC(c2ccccc2)(C(CN)CO)CCO1 (stereo not given)
 : -2	3	4	-11	-8	3	2	1	10	-4
55. COC(=O)c1cc(Br)c(=O)n(-c2nccs2)c1
 : -1	2	6	-3	22	-2	2	3	-3	3
54. CCCCOc1c(Br)cc(/C=N/O)cc1OCC
 : 0	-4	0	-4	-5	0	-1	-39	-15	-2
52. Cc1ccc(C)c(NC(=O)CSc2nnc(-c3ccncc3)o2)c1
 : -6	-20	-2	0	5	5	7	.	-10	10
43. CC(OC(=O)/C=C/c1ccccc1)C(=O)Nc1ccc2c(c1)OCCO2 (stereo not given)
 : -1	-2	3	5	2	-2	-2	-2	-1	-5
53. O=C(Cn1nc(-c2ccc(Cl)cc2)c2ccccc2c1=O)NCC1CCCO1 (stereo not given)
 : 2	1	-2	-6	-1	0	1	-1	-8	5
50. CC(=O)C1CCC2C3CCC4=CC(=O)CCC4(C)C3(Br)C(=O)CC12C (stereo not given)
 : 3	5	1	0	3	-5	9	5	4	-2
56. Cc1ccc(S(=O)(=O)N2CCCC2C(c2ccccc2O)c2cn(C)c3ccccc23)cc1 (stereo not given)
 : .	-7	7	3	-2	-1	2	.	-2	4
47. COc1ccc(-c2cc(C(=O)OCC(=O)c3c(N)n(C)c(=O)n(C)c3=O)c3ccccc3n2)cc1
 : 0	-10	0	0	1	1	-5	-1	2	-2

Assay outcomes from PubChem BioAssay.

An excerpt; count on the stated rates, not on these rows.
